MC4R antagonist: human MC4R antagonism in cAMP assay | P32245 | MC4R-expressing cells, MTII-stimulated cAMP, LANCE TR-FRET | inhibition, % at 6.5 µM | 360,000 compounds, 0.48% hits | AID 540295;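 active = inhibition above its plate's cutoff, the mean of tested wells on that plate plus 3 SD, cut at about 29% in these data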;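 also: 0% = Melanotan II alone and 100% = Melanotan II plus saturating MCL0020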
Target sequence (P32245 whole entry, looked up): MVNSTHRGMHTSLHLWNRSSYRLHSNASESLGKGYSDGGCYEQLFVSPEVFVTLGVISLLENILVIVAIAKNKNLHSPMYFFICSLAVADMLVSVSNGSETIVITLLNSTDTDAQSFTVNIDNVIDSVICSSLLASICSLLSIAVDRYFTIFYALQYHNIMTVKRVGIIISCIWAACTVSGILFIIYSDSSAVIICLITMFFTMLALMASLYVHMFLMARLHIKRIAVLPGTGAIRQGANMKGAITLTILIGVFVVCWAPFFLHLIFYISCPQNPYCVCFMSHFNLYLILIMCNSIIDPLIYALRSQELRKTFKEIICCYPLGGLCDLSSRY
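System: U2OS-MC4R stable cell line; Technique: Eu-cAMP/anti-cAMP TR-FRET, emission 671 nm; Repeats: single well per compound; Also added: Melanotan II; Dosing: one concentration, 6.5 µM nominal; Schedule: 30-min compound, 1-h challenge, 1-h detection, room temperature.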
Glyco luc inh: N-linked glycosylation inhibition; 360,000 compounds, 0.23% hits; reporter increase, % at 12.5 µM; AID 588692; D54 ERlucT glycosylation luciferase reporter, 24 h; percent of 100 nM tunicamycin response;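 active = mean luciferase reporter signal, scaled so untreated is 0 and the glycosylation-blocking control 100, at or above a set limit in every replicate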;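 also: luciferase carries N-glycosylation sites so blocking glycosylation raises the light; 0% = median of neutral control wells and 100% = median of 100 nM tunicamycin wells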
aDG glyco up: increases alpha dystroglycan glycosylation. activation, % at 10 µM. Pro5-aDG cells, alpha-DG glycosylation AlphaScreen (IIH6); 0% Pro5, 100% B10-LARGE cell signal. 360,000 compounds, 0.22% hits;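 active = activation of at least 8% versus controls, or a plate z-score of at least 8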;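 also: Pro5 are CHO cells carrying HIG-tagged alpha-DG that lacks glycosylation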
Vif imaging: HIV Vif inhibition. HEK293T cells, Vif self-association by quenched fluorescence, imaging, 24 h. inhibition, % at 7.49 µM. 340,000 compounds, 0.35% hits; in the data active = inhibition above about 50%, passing the limit was not always enough; also: some results filed as inactive read as strong as hits
ABCB6 inh MLPCN: inhibitors of human ABC transporter ABCB6. Q9NP58. K562-ABCB6 porphyrin accumulation, flow cytometry, 1 h; stronger effect = lower value. 360,000 compounds, 0.19% hits. fluorescence ratio to DMSO, % at 10 µM;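 active = fluorescence ratio to DMSO below 75%, the collection mean minus 3 SD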;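 also: signal is porphyrin accumulated inside mitochondria; 100% equals median channel fluorescence of DMSO control wells; lower ratio means ABCB6 inhibition with less porphyrin fluorescence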
NOD2-RIPK2 inh: NOD2-RIPK2 protein interaction inhibition. 360,000 compounds, 0.38% hits. inhibition, % at 4.98 µM. CHO BLA complementation NOD2-RIPK2, CCF4 ratio; in the data active = inhibition above about 21%;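 also: 0% = vehicle only and 100% = reference blocker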
Target sequence (O43353 whole entry, looked up): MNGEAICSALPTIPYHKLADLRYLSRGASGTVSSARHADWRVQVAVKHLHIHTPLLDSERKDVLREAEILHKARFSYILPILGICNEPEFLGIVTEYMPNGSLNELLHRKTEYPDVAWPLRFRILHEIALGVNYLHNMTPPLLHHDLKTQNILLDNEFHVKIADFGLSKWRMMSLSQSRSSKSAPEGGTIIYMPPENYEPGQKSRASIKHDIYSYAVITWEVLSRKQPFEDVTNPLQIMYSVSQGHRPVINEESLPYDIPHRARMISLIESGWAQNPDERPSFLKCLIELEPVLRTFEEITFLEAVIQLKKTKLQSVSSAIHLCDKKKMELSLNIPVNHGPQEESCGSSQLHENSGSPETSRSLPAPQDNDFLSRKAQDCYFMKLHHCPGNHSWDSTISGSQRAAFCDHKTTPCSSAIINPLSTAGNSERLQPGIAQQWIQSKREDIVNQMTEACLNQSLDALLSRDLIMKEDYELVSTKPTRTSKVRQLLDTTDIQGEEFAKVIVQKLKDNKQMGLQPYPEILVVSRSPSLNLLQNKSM
MC4R barr agon: agonists of human melanocortin 4 receptor (MC4R) beta-arrestin; U2OS MC4R beta-arrestin complementation, luminescence; percent of melanotan II response, DMSO zero; P32245; AID 540308; activation, % at 8.9 µM; 360,000 compounds, 0.98% hits;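 active = activation above a per-plate cutoff, the mean activation of sample wells on that plate plus 3 SD, cut at about 8% in these data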
ABHD5 PLIN5 PPI: ABHD5-PLIN5 protein interaction inhibition; Q00G26+Q8WTS1; Split G. princeps luciferase complementation, luminescence, 4 h; inhibition, % at 4 µM; 360,000 compounds, 0.78% hits;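 active = inhibition above the mean inhibition across every tested compound plus 3 SD, cut at about 22% in these data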;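 also: 0% = DMSO only wells and the 100% control is not disclosed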
Granule exo inh: blocks lytic granule exocytosis; TALL-104 LAMP-1 surface exposure, flow cytometry; cells stimulated with thapsigargin and PMA; AID 651702; 360,000 compounds, 0.66% hits; inhibition, % at 10 µM;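 active = inhibition above about 55%, limit read from the data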
TLR9-MyD88 block: TLR9-MyD88 interaction inhibition; Q9NR96+Q99836; CHO BLA complementation TLR9-MyD88, CCF4 FRET ratio; inhibition, % at 4.98 µM; 340,000 compounds, 0.21% hits;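 active = inhibition above the mean over all tested compounds plus 3 SD, cut at about 21% in these data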;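 also: 0% = DMSO only wells and 100% = clavulanate BLA inhibitor control wells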
Numbers without * were called inactive; x = no result given. These rows are one share of the data; rates above refer to the full screens.

SMILES	MC4R antagonist	Glyco luc inh	aDG glyco up	Vif imaging	ABCB6 inh MLPCN	NOD2-RIPK2 inh	MC4R barr agon	ABHD5 PLIN5 PPI	Granule exo inh	TLR9-MyD88 block
Cn1c(=O)c([N+](=O)[O-])c(NCCCn2ccnc2)c2ccccc21	2	2	0.1	-7	95	-2	-1.9	9	-5	-6
O=C(c1ccc(F)cc1F)N1CCCN(c2nc(-c3ccccc3)ns2)CC1	0	0	-0.1	-5	97	-6	-1.1	3	4	x
O=C(CCCN1C(=O)/C(=C/c2ccccc2Cl)SC1=S)NNC(=O)c1ccc(Cl)cc1Cl	13	0	0.0	4	86	3	2.5	6	-1	-6
COc1ccccc1/C=N\N=C(\N)c1ccccn1	-3	-5	0.4	-3	106	-1	-0.5	2	-3	4
O=S(=O)(c1ccc2c(c1)C(O)c1ccccc1CC2)C(F)(F)F (configuration not stated)	-3	-3	0.3	-6	105	1	8.1	-10	-2	1
N#Cc1cccc(S(=O)(=O)N2CCN(c3ccnc4cc(Cl)ccc34)CC2)c1	2	1	1.2	-13	100	-4	-3.3	-1	11	-19
c1coc(-c2nc3nc4ccccc4n3nc2-c2ccco2)c1	-3	2	1.6	-2	101	13	-0.5	0	12	-2
O=C(NCCO)c1ccc(Oc2ccc(C(F)(F)F)cc2[N+](=O)[O-])cc1	14	0	0.5	10	99	-6	0.2	1	-2	2
CCOc1cc(C2C(C(=O)OC)=C(C)N=C3SCCC(=O)N32)ccc1OC(C)=O (configuration not stated)	2	1	-0.1	17	105	-11	-0.1	-3	-2	-3
O=C(CSc1nnc(NC(=O)c2ccccc2F)s1)NC1CC1	-1	-1	0.0	5	98	-11	-3.2	2	19	4
COc1ccc(CNc2nc(C)cc(C)c2C#N)cc1	-3	-1	0.3	-12	96	-4	2.9	-1	-11	4
CC1C(=O)N2CCCc3cc(S(=O)(=O)Nc4ccccc4F)cc1c32 (configuration not stated)	6	0	0.0	0	93	3	-0.6	-5	3	-11
COc1ccc(-c2nnc(SCc3ccccc3F)o2)cc1	0	-11	-0.2	x	105	3	-1.2	-4	-2	0
CCOc1ccccc1N=Nc1c(C)[nH]n(C(N)=S)c1=O	-8	3	0.0	-3	98	4	2.6	5	-2	8
CCN(CC(=O)NC(c1ccccc1)c1ccccc1)Cc1nc2ccccc2c(=O)[nH]1	14	-1	0.0	2	101	-11	0.0	3	0	3
Cc1ccc2c(c1)NCC(C(=O)NC1CCCCC1)O2 (configuration not stated)	0	-1	-0.1	7	94	-3	0.5	-5	1	5
CC1(C)CC(=O)C2=C(C1)Nc1ccccc1NC2	-2	0	-0.3	7	142	6	-0.7	-7	-1	2
O=C(CNC(=O)c1ccc(N2C(=O)c3ccccc3C2=O)cc1)OCC(=O)c1ccc(Cl)cc1	21	0	-0.1	0	95	-10	-1.8	-3	-2	3
Cc1nonc1-c1ccc2c(c1)OCO2	24	0	0.1	-1	94	1	-0.3	0	-4	-8
C/C(=N\NC(=O)CN(c1ccccc1)S(=O)(=O)c1ccccc1[N+](=O)[O-])C(C)(C)C	14	0	0.6	1	99	-7	1.8	5	19	3
CCc1c(C)nc2ncnn2c1N1CCC(C(=O)NCc2cccs2)CC1	11	1	0.2	-12	96	-2	-1.6	2	-3	12
COc1cccc(CNc2ccc(S(N)(=O)=O)cc2)c1OCc1ccccc1F	0	-4	1.1	-16	96	-5	-2.6	-7	0	-5
O=C(CN1C(=O)CSc2cc(S(=O)(=O)N3CCCCCC3)ccc21)NCCc1ccccc1	16	-4	0.7	-5	98	-15	-1.9	0	-7	1
CC(C)Oc1cccc(C(=O)Nc2ccc(Br)cc2F)c1	-7	-13	0.8	0	98	-2	3.5	-9	-1	-2
Cc1nc(Cc2nnc(SCC(=O)N(C)c3ccccc3)o2)cs1	11	2	0.0	0	87	8	-3.6	0	-10	1
Cc1ccc(OCCN2CCC2(C)C(=O)NCc2ccc(C(F)(F)F)cc2)cc1 (configuration not stated)	2	-3	0.0	x	91	-10	2.9	13	1	x
O=C1CCCC(c2ccccc2)N1 (configuration not stated)	2	2	0.1	4	104	-9	-2.0	1	-7	-14
CCOc1ccc(C2C3=C(CC(C)(C)CC3=O)N(CCCOC)C3=C2C(=O)CC(C)(C)C3)cc1OC	1	1	-0.2	6	94	-9	-1.0	1	-5	-5
Clc1ccc(CON/C=N/c2ncnc3sccc23)c(Cl)c1	-2	-3	0.5	-10	97	-2	1.1	-9	1	1
CCOC(=O)N1CCN(S(=O)(=O)c2ccc(OCC(=O)OC)c(C)c2)CC1	10	0	-0.1	2	109	-1	1.6	-1	-2	0
Nc1c(-c2ccc(Cl)cc2)cnn1-c1cc(C(F)(F)F)cc(C(F)(F)F)c1	3	-2	0.0	-11	95	-4	-0.9	-75	-3	2
CC(=O)c1ccc(NC(=O)C(C)N(C)CC(=O)Nc2ccc(N3CCOCC3)cc2)cc1 (configuration not stated)	-3	3	-0.5	-5	98	-3	-1.5	-4	2	0
Cc1cc(C)cc(NC(=O)/C=C/c2ccc([N+](=O)[O-])s2)c1	-1	20	0.0	96*	111	9	5.4	0	5	-1
CCOc1ccc(OCC)c(NC(=O)C2C3C=CC(O3)C2C(=O)NCc2ccco2)c1 (configuration not stated)	2	0	0.3	10	103	-9	-0.8	1	0	3
NC(=O)c1ccc(NC(=O)CNC(c2ccccc2)c2ccccc2)cc1	10	-1	0.1	x	100	4	0.0	11	-8	5
CC(C)C[C@H]1CN([C@@H](CC(C)C)CN2CCC[C@@H]2CN2C(=S)NC[C@@H]2Cc2ccc(O)cc2)C(=S)N1CC1CCCCC1	x	-11	-0.1	17	98	8	x	-1	23	x
CCCCOc1ccc(Cl)cc1CSc1nncn1N	4	3	0.4	x	95	7	-1.8	1	0	-4
N#Cc1ccc(CC(C(=O)O)N2Cc3ccccc3C2=O)cc1 (configuration not stated)	6	3	0.0	5	96	-7	-1.8	3	13	-5
CCOc1ccc(NS(=O)(=O)c2ccc(C(=O)NCC(c3ccc(OC)cc3)N3CCCC3)cc2)cc1 (configuration not stated)	14	-7	0.7	-3	97	3	-0.8	6	7	-17
CCC(C(=O)Nc1cc(C)cc(C)n1)c1ccccc1 (configuration not stated)	1	-1	0.1	3	91	2	1.7	0	3	x
O=C(Nc1ccc2nc3n(c(=O)c2c1)CCCC3)c1cccc(F)c1	2	1	0.1	-16	95	-4	-1.3	1	7	15
CC(NC(=O)C(=O)N/N=C\c1cccc([N+](=O)[O-])c1)c1ccccc1 (configuration not stated)	-2	3	0.4	-1	97	-8	-0.8	-1	-2	-1
CCOC(=O)c1ccc(NS(=O)(=O)c2c(N)n(C)c(=O)n(C)c2=O)cc1	8	1	0.1	15	102	-9	0.5	-5	7	-6
CC(C)C(c1nnnn1CCc1ccccc1)N1CCC(C(N)=O)CC1 (configuration not stated)	20	2	0.3	5	101	3	-2.2	0	-2	-15
CCOC(=O)CC1c2nc3ccccc3cc2CN1C(=O)OCC (configuration not stated)	9	3	0.1	1	98	-8	3.5	2	0	1
CC(C)(C)OC(=O)C[C@@H]1C/C=C\C[C@@H](CC(=O)N[C@H](CO)Cc2ccccc2)C(=O)NC[C@@H](c2ccccc2)OC1=O	12	-1	-0.2	x	98	-6	0.0	3	-4	-10
CCC(C)NC(=O)C1CCCN(C(=O)NC2CCCCC2)C1 (configuration not stated)	2	1	-0.2	-5	92	6	2.1	-4	-4	1
COc1ccc(-c2cc(-c3c(O)c(OC)c4occc4c3OC)[nH]n2)cc1OC	15	-2	-0.3	-5	91	-15	0.0	-1	7	11

Part of the list above, reduced to Granule exo inh, Glyco luc inh and ABCB6 inh MLPCN:
compound	Granule exo inh	Glyco luc inh	ABCB6 inh MLPCN
CCC(C(=O)Nc1cc(C)cc(C)n1)c1ccccc1 (configuration not stated)	3	-1	91
O=C(Nc1ccc2nc3n(c(=O)c2c1)CCCC3)c1cccc(F)c1	7	1	95

(continued)
SMILES	MC4R antagonist	Glyco luc inh	aDG glyco up	Vif imaging	ABCB6 inh MLPCN	NOD2-RIPK2 inh	MC4R barr agon	ABHD5 PLIN5 PPI	Granule exo inh	TLR9-MyD88 block
C[C@H](CO)N1C[C@H](C)[C@@H](CN(C)S(=O)(=O)c2ccccc2)OCc2cn(nn2)CCCC1=O	9	2	0.3	-5	99	-8	-0.2	-1	-3	-5
Cn1c(CNC(=O)CNS(=O)(=O)c2ccc(Br)cc2)cc(=O)n(C)c1=O	5	1	-0.1	-5	100	-3	-0.9	-4	-1	-3
COc1cc2c(cc1OC)C(c1ccccc1)=NCC2	3	0	0.6	-2	101	-8	3.2	4	0	-6
N#Cc1c(N2CCCC2)nc(N)c2c(N)nc(N3CCCC3)cc12	-31	41*	0.1	-16	116	0	0.7	-25	60*	-2
Cc1ccccc1CC(=O)N1CCCC(CNC(=O)c2ccc(F)cc2)C1 (configuration not stated)	-1	1	0.3	-3	97	-1	-2.7	2	2	-5
CCCCN(C(=O)c1ccc2c(c1)OCCO2)c1c(N)n(CC(C)C)c(=O)[nH]c1=O	1	-3	-0.1	12	102	8	-3.7	-6	1	-18
COc1ccc(Cl)cc1S(=O)(=O)N1CCN(CC(=O)C(C)(C)C)CC1	3	1	-0.1	20	83	-3	-0.5	-13	1	-14
COc1ccc(C(=O)Cc2ccccc2)cc1OC	3	-1	-0.4	-2	100	-11	-1.8	9	-5	9
O=C(COC(=O)c1ccccc1Cl)Nc1ccc2[nH]c(=O)[nH]c2c1	4	3	-0.4	2	96	-3	-1.3	-6	-3	3
O=C(Cn1ncn2nc(-c3ccccc3)cc2c1=O)NCc1ccccn1	8	2	0.1	4	105	8	-2.1	-21	-2	-6
Cc1noc(C)c1S(=O)(=O)N(CC(=O)N1CCCCCC1)c1ccc(C(C)C)cc1	1	-6	-0.1	-7	99	-9	2.1	-5	-2	1
COc1ccc(N2CCN(CCNC(=O)c3c(C)cc(=O)oc3C)CC2)cc1	13	-4	-0.3	-2	104	-2	0.0	0	0	1
COCC1CCN(c2nc3nonc3nc2N2CCSCC2)C1 (configuration not stated)	8	1	-0.4	2	102	-3	-1.3	-6	3	-4
Cc1nc(N2CCN(c3ccccn3)CC2)c2c(C)c(C(=O)Nc3ccc(F)c(Cl)c3)sc2n1	5	-8	-0.3	-1	100	-3	-0.1	6	34	5
CN(CC(=O)Nc1ccc(Cl)c(C(F)(F)F)c1)C(=O)c1cn2ccccc2n1	6	1	0.3	7	91	-14	1.4	6	-2	-5
N#Cc1cn(CC(=O)N2CCCc3ccccc32)c2ccccc12	-1	0	0.6	5	100	-1	-1.3	2	-5	-4
Cc1ccc(CN2CCN(CCCn3cnc4c(OCc5ccccc5)ncnc43)CC2)cc1	1	-3	-0.1	-6	92	5	3.1	13	1	0
CC1=CC(C)(C)NC(=O)N1c1ccc(C)cc1	-1	0	0.0	0	94	7	-2.1	-1	0	1
O=C1NC(NS(=O)(=O)c2ccccc2)(C(F)(F)F)C(=O)N1c1ccc(F)cc1 (configuration not stated)	-4	1	-0.1	-2	107	-8	-0.4	-1	-2	-1
Cc1ccc(NCc2nnc(SCC(N)=O)n2CC2CCCO2)c(C)c1 (configuration not stated)	-1	-1	-0.2	1	95	-3	1.1	2	7	2

Screens from PubChem BioAssay.
